# Screening results: PubChem, Broad Institute
# STK33 kinase inh: blocks human STK33 kinase activity | AID 2661 | actives 0.073% (n = 320,000) | purified STK33, MBP phosphorylation, ADP-Glo luminescence | inhibition, % at 10 µM;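 active = inhibition at or above 25%, using the most active replicate where run in duplicate; inactive = inhibition below 25%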
# Target sequence (Q9BYT3 whole entry, looked up): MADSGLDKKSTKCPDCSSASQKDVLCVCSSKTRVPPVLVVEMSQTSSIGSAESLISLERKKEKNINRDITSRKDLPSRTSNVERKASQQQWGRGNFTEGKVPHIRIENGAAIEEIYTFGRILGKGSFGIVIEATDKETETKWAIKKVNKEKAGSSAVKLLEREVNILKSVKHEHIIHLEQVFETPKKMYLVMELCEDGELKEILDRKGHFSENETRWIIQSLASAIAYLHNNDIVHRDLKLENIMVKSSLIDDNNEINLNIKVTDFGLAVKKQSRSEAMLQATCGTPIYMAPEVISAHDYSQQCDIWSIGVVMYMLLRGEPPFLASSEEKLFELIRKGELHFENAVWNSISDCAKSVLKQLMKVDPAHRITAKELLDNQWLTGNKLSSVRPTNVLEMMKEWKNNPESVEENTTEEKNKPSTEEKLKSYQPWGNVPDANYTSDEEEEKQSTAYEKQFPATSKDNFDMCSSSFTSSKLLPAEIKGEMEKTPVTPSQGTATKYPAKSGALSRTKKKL
# The depositor's hits bear a star.
# Start of the data: the first four compounds (preview)
STK33 kinase inh	compound
-0.1	O=C(c1ccc(=O)[nH]c1)N1CCN(S(=O)(=O)c2ccc3ccccc3c2)CC1
-0.7	CC1(C)CC(=O)C=C(c2ccc(F)nc2)C1
-1.8	CCCCN1C(=N)N([C@@H](C)CN2CCC[C@H]2CN2C(N)=NC[C@H]2C(C)C)C[C@H]1[C@H](C)CC
-2.5	O=C(NC(=S)/C(=C1\CCCCCN1)[N+](=O)[O-])c1ccccc1

# Main list, previewed entries included:
STK33 kinase inh	compound
-0.1	O=C(c1ccc(=O)[nH]c1)N1CCN(S(=O)(=O)c2ccc3ccccc3c2)CC1
-0.7	CC1(C)CC(=O)C=C(c2ccc(F)nc2)C1
-1.8	CCCCN1C(=N)N([C@@H](C)CN2CCC[C@H]2CN2C(N)=NC[C@H]2C(C)C)C[C@H]1[C@H](C)CC
-2.5	O=C(NC(=S)/C(=C1\CCCCCN1)[N+](=O)[O-])c1ccccc1
3.3	Cc1c(C(=O)Nc2ccc(S(=O)(=O)N(C)C3CCN(C)CC3)cc2)oc2ccccc12
-1.3	CC(NC(=O)COC(=O)c1cc(Cl)ccc1O)C1CC2CCC1C2 (stereo not drawn)
-0.8	Cc1cccc(N(Cc2ccccc2)C(=O)c2ccc(C)c(S(=O)(=O)N3CCOCC3)c2)c1
1.5	O=C(COC(=O)/C=C/c1ccc(F)cc1)NCc1ccc2c(c1)OCO2
-0.4	CC(=O)c1cccc(NC(=O)C(C)OC(=O)CCc2nc3ccccc3c(=O)[nH]2)c1 (stereo not drawn)
-1.6	Cc1ccc(C(C)C)cc1OCC(=O)Nc1nnc(C2CC2)s1
0.1	CSCCC(NC(=O)c1ccccc1)C(=O)Nc1ccncc1 (stereo not drawn)
-2.3	COc1cc(/C=C/C(=O)OCC(=O)N(C)Cc2ccccc2)cc(OC)c1OC
0.5	Cc1ccc(S(=O)(=O)N2CCn3cccc3C2C)cc1 (stereo not drawn)
0.8	Cc1ccc2nc3n(c(=O)c2c1)-c1ccc(Cl)cc1C(=O)NC3CC(C)C (stereo not drawn)
0.6	O=C(COC(=O)c1ccccc1O)NCC1COc2ccccc2O1 (stereo not drawn)
-0.5	Cc1ccccc1-c1nnn(CC(=O)NC(=O)NC2CCCC2)n1
0.2	O=C(CN1C(=O)NC2(CCOc3ccccc32)C1=O)Nc1cccc([N+](=O)[O-])c1 (stereo not drawn)
-1.5	CN(C)S(=O)(=O)c1ccc(C(=O)OCC(=O)Nc2ccc3c(c2)OCO3)cc1
-1.2	CCN(Cc1ccc(Cl)s1)C(=O)c1cccc(OCc2c(C)noc2C)c1
-0.3	COc1ccc(NC(=O)COC(=O)CCSc2ccccc2)cc1OC

# Given as comma-separated lines: entries from further up.
smiles,STK33 kinase inh
COc1cc(/C=C/C(=O)OCC(=O)N(C)Cc2ccccc2)cc(OC)c1OC,-2.3
COc1ccc(NC(=O)COC(=O)CCSc2ccccc2)cc1OC,-0.3

# In a second layout: entries from further up.
Cc1ccc(S(=O)(=O)N2CCn3cccc3C2C)cc1 (stereo not drawn)
  STK33 kinase inh: 0.5

Cc1ccc2nc3n(c(=O)c2c1)-c1ccc(Cl)cc1C(=O)NC3CC(C)C (stereo not drawn)
  STK33 kinase inh: 0.8

# (continued)
STK33 kinase inh	compound
0.2	O=C(COC(=O)CNC(=O)C1CCCCC1)NCc1ccccc1
-1.5	COc1cccc(C(=O)N(C)CC(=O)Nc2cccc3ccccc23)c1
-0.9	O=C(Cc1ccccc1F)NNC(=O)c1cccs1
-0.7	CCN1CCN(c2ccc(NC(=O)c3cc(S(=O)(=O)N4CCCC4)ccc3Cl)cc2)CC1
-0.5	CCCC[C@@H]1C=C(C(=O)O)[C@H](c2ccc3c(c2)OCO3)N1S(=O)(=O)c1ccc(C)cc1
-2.1	O=C(c1cc(-c2ccccc2Cl)nc2ccccc12)N1CCN(c2ccccn2)CC1
-0.4	O=C(CN1C(=O)NC2(CCOc3ccccc32)C1=O)c1ccc(Cl)s1 (stereo not drawn)
1.5	CCc1sc(C(=O)N2CCc3cc(OC)c(OC)cc3C2CC(=O)O)cc1C (stereo not drawn)
0.8	CC1CN(C(=O)COC(=O)c2cnc(Cl)c(Cl)c2)CC(C)O1 (stereo not drawn)
0.1	O=C(Cc1cccc([N+](=O)[O-])c1)Nc1ccc(C(=O)N2CCCCC2)cc1
1.1	O=C(CCN1C(=O)CSc2ccccc21)Nc1cccc(C(F)(F)F)c1
-0.5	Cc1ccc(S(=O)(=O)N2CCCCC2)cc1C(=O)NCCN1CCOCC1
2.1	CC(=O)N/C(=C\c1ccccc1)C(=O)OC(C)C(=O)Nc1ccccc1F (stereo not drawn)
-1.5	CCn1nc(C(=O)NNS(=O)(=O)c2cc(/C=C/C(=O)O)cc(OC)c2OC)c2ccccc2c1=O
-0.8	Cn1cccc1C(=O)OCC(=O)c1c[nH]c2ccccc12
-1.0	C/C=C(/C)C(=O)OC1CC(C)(C)C[C@H]2C3=CC[C@@H]4[C@@]5(C)CCC(O[C@@H]6O[C@@H](C(=O)O)[C@@H](O)C(O[C@@H]7OC[C@H](O)[C@@H](O)[C@@H]7O[C@@H]7OC(CO)C(O)[C@@H](O)[C@@H]7O)C6O[C@@H]6OC(CO)C(O)C(O)C6O)[C@@](C)(CO)[C@@H]5CC[C@]4(C)[C@]3(C)CC(O)[C@@]12CO (stereo partly drawn)
0.0	O=C1CN(C(=O)COC(=O)c2ccc(Cl)c(S(=O)(=O)N3CCCCC3)c2)c2ccccc2N1
-1.0	O=C(c1cccc(S(=O)(=O)Nc2ccc(F)cc2)c1)N1CCCC1
-0.3	COC(=O)[C@]1(CC(C)C)N[C@H](c2ccc(SC3CCCCC3)cc2)[C@@H]2C(=O)N(C)C(=O)[C@@H]21
-1.2	Cc1ccc(C(=O)CN2C(=O)NC3(CCOc4ccccc43)C2=O)s1 (stereo not drawn)
-0.7	COc1cccc(/C=C/C(=O)OCC(=O)NCCC2=CCCCC2)c1OC
-1.4	CC(=O)Nc1ccc(C(=O)COC(=O)c2nc3nc(C)cc(C)n3n2)cc1
1.6	CC(=O)O[C@H](COc1c2ccoc2cc2oc(=O)ccc12)C(C)(C)O
1.5	CN(CC1COc2ccccc2O1)C(=O)CSc1ncnc2sccc12 (stereo not drawn)
0.7	COc1ccc(OCC(=O)NNC(=O)C2CCN(c3ncnc4sc(C)c(C)c34)CC2)cc1
-2.2	CC(Oc1ccccc1)C(=O)NC1CCSc2ccccc21 (stereo not drawn)
-1.3	COc1cccc(NC(=O)CN(C)C(=O)Cc2n[nH]c(=O)c3ccccc23)c1
-0.6	CC1CCC2(CC1)NC(=O)N(CC(=O)Nc1cccc(S(=O)(=O)N3CCCCC3)c1)C2=O (stereo not drawn)
-1.0	COc1ccc(S(=O)(=O)N2CCN(C(=O)c3cc4c(s3)CCCC4)CC2)cc1
-0.7	CCOC(=O)C1=CC[C@@H](c2cc3cc(OC)ccc3n2C)N(S(=O)(=O)c2ccc(C)cc2)[C@H]1C(=O)OCC
2.6	Cc1cc(C(=O)Nc2ccc(Br)cn2)sc1C
-1.1	CC1CCCN(C(=O)C2CCN(C(=O)Nc3ccccc3)CC2)C1 (stereo not drawn)
-0.8	COc1ccccc1N1CC(C(=O)NCCC2=CCCCC2)CC1=O (stereo not drawn)
2.8	Nc1ncnc2c1ncn2[C@@H]1O[C@H](COS(=O)(=O)O)[C@@H](O)[C@H]1O
0.3	COc1ccc(CCNC(=O)COC(=O)Cc2ccccc2F)cc1
-1.6	CN(CC(=O)Nc1ccc(F)cc1)CC(=O)N1CCCC1
0.2	C/C=C(/C)C(=O)O[C@@H]([C@H](O)c1cc2ccc(=O)oc2cc1OC)C(C)(C)O[C@@H]1O[C@H](CO)[C@@H](O)[C@H](O)[C@H]1O
0.0	O=C(C[C@@H]1C/C=C/CC[C@@H](Cc2ccc(F)cc2)C(=O)OC[C@H](Cc2ccccc2)NC1=O)N[C@H](CO)Cc1ccccc1
0.1	N#Cc1ccccc1COC(=O)c1cccc(S(=O)(=O)N2CCCC2)c1
-0.2	CCc1nc2ccccc2n1CC(=O)NC1CCS(=O)(=O)C1 (stereo not drawn)
-0.7	CC(C)(C)OC(=O)C[C@@H]1C/C=C\C[C@H](CC(=O)NCCO)C(=O)N[C@@H](Cc2ccccc2)COC1=O
-1.6	O=C(COc1cccc(F)c1)NNC(=O)Cc1ccc(Br)cc1
0.6	COc1ccc(NC(=O)c2cc(-c3ccccn3)nc3ccccc23)c(OC)c1
-0.4	O=C(Nc1ccc(N2CCCCC2)cc1)C1CCCN1S(=O)(=O)c1ccc(F)cc1 (stereo not drawn)
-0.5	CN1CCC(N(C)C(=O)c2cccc(S(=O)(=O)N3CCOCC3)c2)CC1
0.5	CN(C)C(=O)c1ccc(-c2cc3onc(-c4ccccc4)c3c(=O)n2C)cc1
-0.7	C[C@@H]1CN([C@H](C)CO)C(=O)c2cc(NC(=O)Nc3ccc(C(F)(F)F)cc3)ccc2O[C@H]1CN(C)S(=O)(=O)c1cccs1
-0.8	COc1cc(CC(=O)OCC(=O)NCc2ccc(C)cc2)cc(OC)c1OC
-2.9	CC(Sc1nnc(-c2ccccc2F)n1C)C(=O)NC1CCCCC1 (stereo not drawn)
-0.5	CCOC(=O)c1c(C)[nH]c(C)c1C(=O)COC(=O)c1sccc1C
0.1	C[C@H](CO)N1C[C@H](C)[C@@H](CN(C)C(=O)Nc2ccc(C(F)(F)F)cc2)Oc2c(NC(=O)CCC(F)(F)F)cccc2C1=O
-1.6	CC1CCCN(C(=O)CSc2nnc3ccccn23)C1 (stereo not drawn)
-1.1	Cc1cc(C)n2nc(SCC(=O)Nc3ccccc3F)nc2n1
-1.1	CCCN(C(=O)c1cccs1)c1c(N)n(Cc2ccccc2)c(=O)[nH]c1=O
-0.7	O=C(CSc1ccccc1F)NC(=O)c1ccccc1Br
-0.3	CC(C)[C@H](NC(=O)c1ccccc1)C(=O)OCC(=O)c1c(N)n(C)c(=O)n(C)c1=O
1.0	CCC/C(C#Cc1cc(OC)cc(OC)c1)=C1/c2ccccc2C(=O)N1c1ccccc1
-1.0	COc1cccc(C(=O)OCC(=O)c2c[nH]c3ccccc23)c1OC
-1.1	Cc1ccc(C)c(OCCC(=O)OCC(=O)Nc2cc(S(=O)(=O)N3CCCCC3)ccc2C)c1
-0.6	COc1cccc(NC(=O)CN(C)C(=O)c2ccc(NC3CC3)c([N+](=O)[O-])c2)c1

# Later entries:
STK33 kinase inh	compound
-0.7	CCOc1cc(C(=O)N(CC)CC(=O)Nc2ccc3c(c2)OCCO3)ccc1OC
-1.4	CCOc1ccc(C(=O)OCC(=O)Nc2ccc3c(c2)OCCO3)cc1OC
-2.0	CS(=O)(=O)c1cccc(C(=O)OCCCC(=O)c2ccccc2)c1
-3.0	Cc1nnc(SC(C)C(=O)NCC2CCCO2)s1 (stereo not drawn)
-0.9	CCc1ccc(-c2csc(NC(=O)C3=COCCO3)n2)cc1
-1.0	CCN(CC)S(=O)(=O)c1ccc(N2CCOCC2)c(NC(=O)C(C)Oc2ccc(F)cc2)c1 (stereo not drawn)
0.3	CCC1CCc2sc(C(=O)N(C)CC(=O)Nc3cccc(OC)c3)cc2C1 (stereo not drawn)
0.1	CC(C)(C)OC(=O)C[C@H]1C/C=C\C[C@@H](CC(=O)N[C@@H](CO)Cc2ccccc2)C(=O)N2CCC[C@@H]2COC1=O
-0.1	O=C(Nc1cccc(S(=O)(=O)N2CCCC2)c1)c1cc(=O)[nH]c2ccccc12
-1.3	Cc1cc(=O)[nH]c(SCC(=O)NC2CCCCCC2)n1
-0.6	O=C(Oc1ccc(/C=N/NC(=O)c2ccco2)cc1)c1ccccc1
-0.2	C[C@H](O)Cc1cc2ccccc2c(=O)o1
0.5	CC(=O)c1cc2c(cc1NC(=O)CCc1c(C)nc3ncnn3c1C)OCO2
-0.2	CC(=O)N1CCN(C(=O)c2cc(C)oc2C)CC1
-0.7	COc1ccc(C2=CC(=O)C[C@H](c3ccc(Cl)cc3)C2)cc1
0.3	CCCNC(=O)C(Cc1ccc(F)cc1)NC(=O)c1ccc(C#N)cc1 (stereo not drawn)
0.4	O=C1CCCN1C(=O)CSc1nnnn1-c1ccccc1
0.2	CSCCC(NC(=O)c1cccc(C)c1)C(=O)NCc1cccs1 (stereo not drawn)
-1.6	C=C1C[C@@]23CCC4[C@@](C)(CCC[C@@]4(C)C(=O)O)C2CC[C@]1(O)C3 (stereo partly drawn)
-0.8	CCN(CC(=O)Nc1ccc(NC(C)=O)cc1)C(=O)c1cc2c(s1)CCCCC2
0.1	CCN(Cc1ccc(N(C)C)cc1)C(C)C(=O)Nc1ccc(S(=O)(=O)N2CCCC2)cc1 (stereo not drawn)
-3.0	CC(=O)c1c(C)[nH]c(C(=O)COC(=O)c2cccs2)c1C
0.4	COc1ccc(OCC(=O)NCCCNC(=O)COc2ccc(OC)cc2)cc1
-0.1	O=C(CSc1ncccn1)NC(=O)Cc1ccccc1
-1.8	Cc1ccc(SCCC(=O)OCC(=O)Nc2ccc(C(N)=O)cc2)cc1
-1.2	CC(C)(C)OC(=O)N[C@@H](C(=O)OC(C)(C)C)c1ccc2c(c1)OCO2
-1.3	Cc1ccc(C(C)C)c(OCC(=O)NN=C2CCCC(=O)C2)c1
2.3	COc1ccc([C@H]2CC(=O)C=C(c3ccccc3C(F)(F)F)C2)cc1
-1.9	CCN(CC)C(=O)c1nc[nH]c1C(=O)N1CCc2ccccc2C1
0.8	CC1CCCC(C)N1C(=O)COC(=O)/C=C/c1ccc(Br)o1 (stereo not drawn)
-0.7	CC1CC(C)CN(C(=O)COc2cccnc2[N+](=O)[O-])C1 (stereo not drawn)
0.3	Cc1ccc(NC(=O)COC(=O)Cn2ccc(C(F)(F)F)n2)cc1Cl
-0.4	COc1cccc(CNC(=O)COC(=O)C2CCN(c3ccc(C(F)(F)F)cn3)CC2)c1

# This is a subset; count on the stated rates, not on these rows.
